IDH1 R132H inh: qHTS for Inhibitors of mutant isocitrate dehydrogenase 1 (IDH1): qHTS; Isocitrate dehydrogenase [NADP] cytoplasmic (Homo sapiens), O75874; IDH1-R132H enzyme, NADPH consumption, diaphorase/resazurin fluorescence; Potency, µM (doses to about 76.6 µM), without a hit: at the highest dose activity change, negative = inhibition, usual class: inhibitors; 390,000 compounds, 0.093% hits; further: potency means the concentration at half of the fitted maximal effect; on the % scale 0 is the no-effect control and ±100 the full control effect; nearly all actives have a fitted effect of over 65% in size
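IDH1-R132H (0.5 ug/mL) preincubated 30 min with compound, then NADPH (0.016 mM) and alpha-KG (2 mM) added; 80 min at RT, pH 7.5. Remaining NADPH coupled via diaphorase/resazurin to fluorescence (540/590 nm); concentration-response curves normalized to no-enzyme control.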
D2 ag: HTS Assay for Allosteric Agonists of the Human D2 Dopamine Receptor: Primary Screen for Agonists; D(2) dopamine receptor (Homo sapiens), P14416; HEK293 T-REx D2 cells, calcium flux agonist mode; activation, % at 2 µM; 340,000 compounds, 0.53% hits;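 active means activation over 3 SD above normal in the single-dose calcium agonist read, cut at about 30% in these data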; further: 0% is about no effect
Target sequence (P14416 whole entry, looked up): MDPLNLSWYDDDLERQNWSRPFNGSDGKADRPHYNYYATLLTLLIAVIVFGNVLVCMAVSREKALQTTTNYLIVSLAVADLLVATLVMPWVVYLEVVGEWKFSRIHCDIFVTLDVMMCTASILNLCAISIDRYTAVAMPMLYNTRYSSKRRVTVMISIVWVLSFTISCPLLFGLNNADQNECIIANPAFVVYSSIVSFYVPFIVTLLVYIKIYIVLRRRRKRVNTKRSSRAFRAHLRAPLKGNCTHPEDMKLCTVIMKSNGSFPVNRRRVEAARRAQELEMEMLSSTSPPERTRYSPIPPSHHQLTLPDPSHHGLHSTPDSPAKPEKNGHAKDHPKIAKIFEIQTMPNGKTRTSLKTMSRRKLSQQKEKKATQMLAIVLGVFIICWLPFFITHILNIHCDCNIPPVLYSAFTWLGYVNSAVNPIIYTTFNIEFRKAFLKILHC
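In this primary screen, compounds producing a positive calcium signal within 180 s of addition to tetracycline-induced, force-coupled HEK293 Trex D2 cells are flagged; cells are dye-loaded with a no-wash calcium kit beforehand.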
TRHR ag: qHTS for Small Molecule Agonists and Allosteric Enhancers of Human TRH Receptor: Primary Screen for Agonists. Thyrotropin-releasing hormone receptor (Homo sapiens), P34981. TRHR cells, calcium flux fluo-8, FDSS agonist mode. activation, % at 2 µM. 360,000 compounds, 0.18% hits; in the data active means activation above about 30%; further: 0% is about no effect
Target sequence (P34981 whole entry, looked up): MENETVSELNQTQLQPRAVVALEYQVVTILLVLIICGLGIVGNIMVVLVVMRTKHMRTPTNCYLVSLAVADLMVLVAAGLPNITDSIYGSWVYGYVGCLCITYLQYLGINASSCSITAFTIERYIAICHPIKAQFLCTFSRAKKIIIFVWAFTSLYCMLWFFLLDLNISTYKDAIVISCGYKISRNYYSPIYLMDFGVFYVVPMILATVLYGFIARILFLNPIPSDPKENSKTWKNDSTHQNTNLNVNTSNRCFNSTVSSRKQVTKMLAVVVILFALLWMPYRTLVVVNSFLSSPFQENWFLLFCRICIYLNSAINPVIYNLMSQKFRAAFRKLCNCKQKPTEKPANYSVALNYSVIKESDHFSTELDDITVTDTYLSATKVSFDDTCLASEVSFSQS
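TRHR-expressing cells, plated overnight in medium with 10% serum, were loaded with fluo-8 calcium dye at room temperature. After a 10 s baseline, library compound was pin-added and calcium release was recorded kinetically (ex 480/em 530) as agonist response.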
D2 antagonist: HTS Assay for Allosteric Antagonists of the Human D2 Dopamine Receptor: Primary Screen for Antagonists. HEK293 TREx D2 cells, calcium flux, dopamine EC80. D(2) dopamine receptor (Homo sapiens), P14416. inhibition, % at 10 µM. 340,000 compounds, 2% hits; in the data active means inhibition above about 30%; further: 0% is about no effect
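HEK293 T-REx D2 cells, tet-induced, calcium dye no-wash. Cpd pintool add, 180 s kinetic, then EC80 DA, 180 s kinetic. Ca flux read.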
TrxR1 inh: qHTS Assay for Inhibitors of Mammalian Selenoprotein Thioredoxin Reductase 1 (TrxR1): qHTS. recombinant rTrxR1, NADPH fluorescence consumption, selenite substrate. 390,000 compounds, 1% hits. Thioredoxin reductase 1, cytoplasmic (Rattus norvegicus), O89049. Potency, µM (top dose mostly 114 µM), without a hit: top-dose activity change, negative = inhibition, hits mostly inhibitors; further: potency means the concentration at half of the fitted maximal effect; on the % scale 0 is the no-effect control and ±100 the full control effect; nearly all actives have a fitted effect of over 65% in size
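Rat TrxR1 (90 nM in the dispensed reagent) was pre-reduced with 400 uM NADPH for 5 min at room temperature, then incubated with compound for 15 min. After 400 uM selenite was added, NADPH fluorescence (Ex 340/Em 450 nm) was followed for 8 min.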
TrxR1 substrate: qHTS Assay for Substrates of Mammalian Selenoprotein Thioredoxin Reductase 1 (TrxR1): qHTS; purified TrxR1 substrate turnover, NADPH consumption readout; AID 588456, 2011; 390,000 compounds, 0.01% hits; Potency, µM (series often up to 114 µM), without a hit: at the top dose activity change, negative = substrate turnover; Thioredoxin reductase 1, cytoplasmic (Rattus norvegicus), O89049; further: potency means the concentration at half of the fitted maximal effect; on the % scale 0 is the no-effect control and ±100 the full control effect; nearly all actives have a fitted effect of over 50% in size
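Rat TrxR1, dispensed at 90 nM, was prereduced with 400 uM NADPH (final) for 5 min at ~22 deg C, then incubated with compound 15 min before 400 uM selenite. A first-read NADPH fluorescence drop versus no-compound background flagged substrates.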
TRHR enhancer: qHTS for Small Molecule Agonists and Allosteric Enhancers of Human TRH Receptor: Primary Screen for Enhancers; Thyrotropin-releasing hormone receptor (Homo sapiens), P34981; TRHR cells, fluo-8 calcium fluorescence, EC20 TRH enhancement; enhancement, % at 2 µM; 360,000 compounds, 0.66% hits; AID 493056, 2011; in the data active means enhancement above about 30%; further: 0% is about no effect
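TRHR-expressing cells loaded with fluo-8 calcium dye were read kinetically (ex 480/em 530) during compound addition, then stimulated with an EC20 of TRH (10 nM final). Enhancement of the Gq-mediated intracellular calcium response was scored.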
Pin1 inh: qHTS Assay to Find Inhibitors of Pin1; Peptidyl-prolyl cis-trans isomerase NIMA-interacting 1 (Homo sapiens), Q13526; Pin1 FP peptide displacement, HiFluor488, 10 min; Potency, µM (titrated, usually from 115 µM), without a hit: top-dose activity, negative = inhibition, actives largely listed as inhibitors; 390,000 compounds, 0.009% hits; AID 504891, 2011; active means well fitted inhibition curve with a large enough effect in the polarisation, with a control signal flat, not every such curve was filed as active; inconclusive means small, poorly fitted or top-dose-only effect, or effect the other way, or a change in a side signal; inactive means no such curve, though single readings can be large or run the other way; the % refers to the polarisation; further: potency means the concentration at half of the fitted maximal effect; on the % scale 0 is the no-effect control and ±100 the full control effect
Target sequence (Q13526 whole entry, looked up): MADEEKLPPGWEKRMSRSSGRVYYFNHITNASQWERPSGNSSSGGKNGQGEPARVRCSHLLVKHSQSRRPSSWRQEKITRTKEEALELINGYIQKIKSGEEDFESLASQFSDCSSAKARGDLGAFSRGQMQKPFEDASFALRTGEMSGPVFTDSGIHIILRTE
USP1-UAF1 inh: Inhibitors of USP1/UAF1: Primary Screen; Ubiquitin carboxyl-terminal hydrolase 1 (Homo sapiens), O94782; recombinant USP1/UAF1, Ub-Rhodamine cleavage fluorescence; Potency, µM (series often up to 57.1 µM), for the others: at the top dose activity change, negative = inhibition, usual class: inhibitors; 390,000 compounds, 0.23% hits; further: potency means the concentration at half of the fitted maximal effect; on the % scale 0 is the no-effect control and ±100 the full control effect; nearly all actives have a fitted effect of over 60% in size; inactives centre near -12
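1 nM enzyme complex + cpd, 15 min RT; start with Ub-Rho 150nM final; kinetic fluorescence ex 480/em 540, 6 reads q60 s. Buffer 50mM HEPES pH 7.8, 0.5mM EDTA, 0.1 mg/ml BSA, 1mM TCEP, 0.01% Tween-20.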
Starred values were filed as active, the others as inactive; ? = inconclusive; / = no result given; [ ] = another dose, or the depositor's remark. Unless noted, the call rests on the fitted dose curve; in most records, active means well fitted inhibition curve with a large enough effect; inconclusive means small, poorly fitted or top-dose-only effect; inactive means no such curve, though single readings can be large or run the other way. A portion of the library; count on the stated rates, not on these rows.

Each structure is followed by: IDH1 R132H inh	D2 ag	TRHR ag	D2 antagonist	TrxR1 inh	TrxR1 substrate	TRHR enhancer	Pin1 inh	USP1-UAF1 inh
CC(C)CN(C(=O)CCNC(=O)c1ccccc1Cl)C1CCS(=O)(=O)C1 (configuration not stated)
    -3%	-0.2	0.1	16	17%	-2%	-5	3%	3%
COc1ccccc1-c1nnc(N)s1
    0%	-1.1	0.1	11	?	43%[activator]	-7	2%	-4%
COc1cc2c(cc1OC)C1(CCCC1)CNC2c1cccc([N+](=O)[O-])c1 (configuration not stated)
    7%	2.9	-0.5	-7	20%	0%	-2	-4%	-18%
S=c1[nH]cnc2scc(-c3ccccc3)c12
    3%	17	0.0	3	-34%	-6%	-5	-3%	-18%
CCOC(=O)CSc1nnc(-c2ccccc2)c(=O)[nH]1
    -1%	0.2	0.6	-4	6%	-6%	-2	-2%	3%
COc1ccc(C)cc1S(=O)(=O)N1CCN(C(=O)c2ncoc2-c2cccc(C)c2)CC1
    -1%	-0.9	-0.5	-4	45%[activator][57.1 µM]	12%[57.1 µM]	4	-1%	-2%
C=COCCNC(=O)C(=O)NC(C)C
    14%	1.7	-0.1	-5	-7%	-4%	-1	0%	-2%
CCc1nnc(NC(=O)CSc2nnnn2-c2cccc(C(=O)OC)c2)s1
    -4%	0.1	-0.9	25	3%	-1%	2	4%	-4%
CS(=O)(=O)Nc1ccc(C(=O)NCCC2=CCCCC2)cc1
    -6%	0.1	-0.5	-13	-7%	7%[57.1 µM]	0	1%	3%
CCCc1nn(C)c2c1C(c1ccncc1)C(C#N)=C(N)O2 (configuration not stated)
    9%	-0.8	0.5	-10	-37%	-6%[57.1 µM]	4	-1%	-23%
Cc1nn(Cc2ccccc2Cl)c(C)c1NC(=O)c1ccn(C)n1
    -2%	-1.3	0.2	8	7%	-1%	0	4%	0%
CC(C)NC(=O)COc1ccccc1C#N
    -2%	/	1.5	/	18%	1%	2	-3%	-15%
CC1Cc2ccccc2N1C(=O)COC(=O)c1cccnc1Cl (configuration not stated)
    10%	-0.1	-0.5	-5	19%	6%	-1	3%	-13%
Cc1ccc(S(=O)(=O)NCc2csc(-c3cccs3)n2)cc1
    2%	0.2	0.5	-17	22%	8%	-4	1%	-25%
O=C(NC1CCCC1)c1ccc(S(=O)(=O)N2CCOCC2)cc1
    0%	0.9	0.3	-8	-8%	-8%	2	3%	0%
Cc1cnc(C(=O)OCC(=O)Nc2ccc(C)c(S(=O)(=O)N3CCCCC3)c2)cn1
    8%	19	-0.1	2	-18%	0%	2	2%	-7%
CC(=O)OCCNC(=O)c1cccnc1
    2%	-0.3	0.1	3	4%[57.1 µM]	2%[57.1 µM]	5	?	-4%
CC(C)NC(=O)C1CCN(C2CCN(C(=O)c3scc4c3CCCC4)CC2)CC1
    -2%	-0.5	1.3	4	15%	5%	-1	4%	-7%
COc1cccc(/C=C/C(=O)OCC(=O)N(C)CC(=O)Nc2ccccc2Cl)c1OC
    1%	-0.4	0.1	25	15%	4%	1	1%	-17%
Cc1nnc(OCc2nc3ccccc3n2C)c2ccccc12
    11%	0.0	-0.5	-5	13%[57.1 µM]	10%[57.1 µM]	-2	1%	0%
O=C(COC(=O)c1ccccc1)NCCC1=CCCCC1
    8%	-0.7	0.5	27	24%[57.1 µM]	11%	-3	2%	-4%
O=c1cc(N2CCN(c3ccc(F)cc3)CC2)[nH]c(=O)n1-c1cccc(Br)c1
    -14%	0.1	0.5	/	-8%[57.1 µM]	1%[57.1 µM]	-4	17%	-21%
Cc1ccc(NC(=O)Cn2c(=O)n(Cc3ccco3)c(=O)c3sc4ccccc4c32)cc1C
    10%	-1.0	-1.7	/	?	4%	-1	25%	-24%
COc1ccc(C(=O)O)c(OC)n1
    -5%	-1.7	-1.0	30*	-11%	-12%	-10	5%	-3%
Cc1cc2c3c(c1)C1(C(=O)N3C(C)(C)CC2C)C(C#N)=C(N)Oc2cc(O)ccc21 (configuration not stated)
    ?	0.1	0.0	-5	9%	-7%	2	5%	-13%
Cc1ccc(-c2nc(CNC(=O)Nc3ccccc3)c(C)o2)cc1
    0%	2.0	0.6	/	11%[57.1 µM]	1%[57.1 µM]	-1	1%	-11%
Cc1ccccc1-c1nc(CN2CCC(C(=O)NCCC3=CCCCC3)CC2)c(C)o1
    3%	0.9	0.9	-40	-8%	-6%	7	-1%	-5%
NC(=S)Nn1c(CCC(=O)O)ccc1-c1ccccc1
    7%	0.0	0.7	7	-23%	-11%	-1	2%	4%
Cn1c(O)c(N=NC(=O)c2ccccc2O)c2ccccc21
    14%	-0.1	0.5	20	14%[57.1 µM]	-2%[57.1 µM]	-2	?	-15%
O=C1N(Cc2cccc(Cl)c2)C[C@@H]2C[C@@H](c3cccn3-c3cccnc3)N3CCC[C@@]123
    -17%	-0.6	-1.5	8	?	-1%	-3	-1%	-24%
Cc1ccc(NC(=O)Cn2cc(C(=O)C3CCCCC3)c3ccccc32)cc1
    /	/	2.6	/	-1%	-6%	1	66%[activator]	-16%
COc1ccccc1-n1c(O)c(C=NCc2ccccn2)c2ccccc2c1=O
    0%	-0.1	1.0	4	-14%	-11%	2	-2%	-13%
O=C(COC(=O)C1CC2C=CC1C2)Nc1c(Br)cc([N+](=O)[O-])cc1Br (configuration not stated)
    2%	/	/	/	-19%	-12%	/	-7%	-13%
CC1CCN(C(=S)c2cn(Cc3cccc(F)c3)c3ccccc23)CC1
    -1%	0.2	-0.1	-7	5%	-5%	1	-1%	-15%
Cc1ccc(Cl)cc1NC(=O)C(Cc1ccccc1)NS(=O)(=O)c1cccc2nsnc12 (configuration not stated)
    -12%	-0.1	-1.2	/	14%	-1%	-3	12%	-22%
CCOC(=O)c1cnc(SCC(=O)Nc2cccc(OC)c2)nc1N
    4%	-2.4	-0.9	24	17%[57.1 µM]	4%[57.1 µM]	10	-6%	-15%
O=C(Cc1ccc([N+](=O)[O-])cc1)N1CCCc2ccccc21
    -3%	0.1	-0.3	-19	10%[57.1 µM]	4%[57.1 µM]	-3	-2%	-8%
O=C(O)CSc1nc2ccc(NC(=O)COc3ccc(Cl)cc3)cc2s1
    12%	-0.1	1.3	/	14%	-1%	-3	1%	-27%
CC(C)CC1NC(=O)N(CC(=O)N2CCN(S(=O)(=O)c3ccccc3)CC2)C1=O (configuration not stated)
    3%	-0.2	0.1	-2	-6%	-8%	-4	-7%	-14%
CCOC(=O)CNC(=O)C12CC3CC(C1)CC(c1ccc(C)cc1)(C3)C2
    0%	-0.4	-0.3	2	15%[57.1 µM]	14%[57.1 µM]	-5	0%	-22%
COc1ccc([C@@H]2CC=C(C(=O)O)[C@H](c3ccc(F)cc3)N2S(=O)(=O)c2ccc(C)cc2)cc1OC
    -6%	-0.4	-0.1	-2	14%[57.1 µM]	-5%	1	5%	-22%
COc1cccc(C(=O)NCCS(=O)(=O)N2CCC3(CC2)OCCO3)c1
    0%	0.0	0.3	-8	-5%	-1%	12	-1%	-2%
O=C(c1ccccc1F)N1CCN(S(=O)(=O)c2ccc(S(=O)(=O)N3CCCCC3)cc2)CC1
    -7%	0.7	0.5	10	14%	4%	-6	3%	-4%
COc1cccc(NC(=O)CN(C)C(=O)C2CC3C=CC2C3)c1 (configuration not stated)
    -4%	/	/	/	29%	3%	/	-7%	-7%
CN(CC(=O)Nc1ccc(F)cc1F)S(=O)(=O)c1ccc(C(=O)N2CCOCC2)s1
    13%	-0.3	0.6	/	12%[57.1 µM]	-2%[57.1 µM]	3	-11%	-13%
CC(C)(C)C(=O)CSc1ccc(S(=O)(=O)N2CCCC2)cn1
    -18%	0.7	0.0	5	-2%	2%	-3	-3%	-3%
Cc1ccc(OCC(=O)Nc2ccc(S(=O)(=O)N(Cc3ccccc3)c3ccccc3)cc2)cc1
    9%	0.0	2.6	/	24%	-3%	-1	6%	?
CC1=C(C(=O)Nc2ccc(C)cc2C)C(c2ccc(O)cc2)n2nnnc2N1 (configuration not stated)
    6%	0.0	-2.0	/	24%	4%	20	-2%	-2%
CC(=O)c1ccc(N2CCN(C(=O)c3n[nH]c4ccccc34)CC2)cc1
    2%	1.4	-0.6	-12	4%[57.1 µM]	-12%[57.1 µM]	-3	-12%	-1%
CCc1nnc(NC(=O)c2ccc(COc3ccccc3C)o2)s1
    15%	-1.1	-0.3	21	23%	9%	5	-6%	-14%
Cc1cc(C(=O)Nc2c(C)nn(Cc3ccccc3Cl)c2C)no1
    2%	0.0	-0.7	3	11%	-9%	4	-4%	4%
